Screening results deposited in PubChem by several laboratories.
PPC-1+TRAIL kill – PPC-1 cancer cell killing with TRAIL present; PPC-1 cells + TRAIL, ATPLite viability luminescence; 0.41% of 220,000 active; cell killing (% activity), % at 4 µM;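 active = cell killing above 50% in the first pass at 4 µM, then a duplicate retest at 5 µM averaging 50% or more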;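 also: plate controls were cells with TRAIL plus DMSO for no effect and medium-only wells lacking cells for full effect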
FXIIa inh – factor XIIa (human) inhibition. P00748. purified FXIIa, Boc-QGR-AMC fluorogenic substrate, 2 h. inhibition, % at 5 µM. 0.3% of 220,000 active. AID 800; in the data active = inhibition above about 40%;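 also: 0% = enzyme with no compound and 100% = blank without enzyme; many of its hits are not listed in these tables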
Target sequence (P00748 20-372 limits assumed): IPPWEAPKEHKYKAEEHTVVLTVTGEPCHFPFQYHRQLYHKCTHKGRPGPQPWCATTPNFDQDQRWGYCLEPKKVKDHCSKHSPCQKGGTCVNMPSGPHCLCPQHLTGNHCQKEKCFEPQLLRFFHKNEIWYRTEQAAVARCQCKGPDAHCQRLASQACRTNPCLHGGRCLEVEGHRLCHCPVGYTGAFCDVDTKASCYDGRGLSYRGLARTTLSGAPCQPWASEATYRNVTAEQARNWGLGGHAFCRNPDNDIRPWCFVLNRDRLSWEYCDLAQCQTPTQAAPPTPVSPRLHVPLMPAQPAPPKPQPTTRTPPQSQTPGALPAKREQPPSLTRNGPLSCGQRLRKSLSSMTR
Target sequence (P00748 373-615 limits assumed): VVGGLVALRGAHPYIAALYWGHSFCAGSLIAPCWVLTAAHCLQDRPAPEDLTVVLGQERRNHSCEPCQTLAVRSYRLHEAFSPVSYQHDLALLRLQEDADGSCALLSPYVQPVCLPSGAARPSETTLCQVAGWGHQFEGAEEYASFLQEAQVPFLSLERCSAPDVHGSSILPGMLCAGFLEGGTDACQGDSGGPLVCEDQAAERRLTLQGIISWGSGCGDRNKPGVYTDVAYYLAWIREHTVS
TbHK1 inh – blocks Trypanosoma brucei hexokinase 1 activity | recombinant TbHK1, G6PDH-coupled NADH A340 | inhibition, % at 10 µM | 0.11% of 220,000 active | AID 1430;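 active = inhibition of 50% or more in the single-dose primary screen; inactive = inhibition below 50%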
Wee1 stabilizer – blocks degradation of human Wee1 kinase | P30291 | HeLa Luc-Wee1K328M stability, luciferase luminescence; 100% = proteasome inhibitor MG132 effect | reporter increase, % at 5 µM | 1.2% of 220,000 active;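 active = activation above the mean of all tested compounds plus 3 SD, set per screening run, cut at about 8.8% in these data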;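 also: cells exposed to compound for 20 h before luminescence read; 0% = DMSO alone and 100% = MG132 at 30 µM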
L929 necroptosis – blocks zVAD induced death of L929 cells. L929 zVAD necroptosis rescue, ATP luminescence, 24 h; with zVAD 60 µM. viability rescue, % at 10 µM. 0.38% of 220,000 active;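 active = activation, scaled between plate controls, above about 75%, limit read from the data; inactive = activation under that limit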;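 also: 0% = zVAD with DMSO and 100% = DMSO alone without zVAD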
TNF necrop inh – TNF-alpha cell death inhibition in Jurkat FADD-/- cells; activation (protection from cell death), % at 10 µM; Jurkat FADD-/- TNF necroptosis rescue, ATP luminescence, 24 h; 0 = TNF only, 100 = no-TNF cells; 0.068% of 220,000 active;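 active = activation, meaning protection from cell death, of at least 50% relative to plate controls; inactive = activation below 50%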;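 also: necroptosis triggered by 40 ng/mL TNF-alpha added together with compound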
CHOP inhibitor – CHOP inhibition in unfolded protein response; CHO-K1 CHOP-promoter luciferase, tunicamycin-induced, 15-18 h; inhibition, % at 10 µM; 3.8% of 220,000 active; AID 2732;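 active = compounds that reduced the stress-induced luciferase reporter signal by more than about 70% of percent inhibition, limit read from the data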;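 also: 0% = tunicamycin plus vehicle and 100% = wells without tunicamycin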
FXIa inh – inhibitors of human coagulation factor XIa; inhibition, % at 5 µM; purified FXIa, Boc-Glu-Ala-Arg-AMC fluorogenic substrate; P03951; 0.14% of 220,000 active; AID 798;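 active = inhibition of at least 40%; inactive = inhibition below 40%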;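 also: fluorescence of freed AMC excited at 355 nm; 0% = enzyme without compound and 100% = no enzyme blank; many of its hits are not listed in these tables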
PGE2 EP2 inh – blocks the human prostaglandin E2 receptor EP2 | P43116 | C6 glioma cells expressing human EP2, cAMP TR-FRET; cells stimulated with saturating PGE2 | inhibition, % at 25 µM | 0.52% of 260,000 active;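 active = percent inhibition above 40 after rounding to a whole number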;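 also: rat C6 glioma host cells with rolipram phosphodiesterase inhibitor present; the protocol text gives 20 µM as final concentration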
Target sequence (P43116 whole entry, looked up): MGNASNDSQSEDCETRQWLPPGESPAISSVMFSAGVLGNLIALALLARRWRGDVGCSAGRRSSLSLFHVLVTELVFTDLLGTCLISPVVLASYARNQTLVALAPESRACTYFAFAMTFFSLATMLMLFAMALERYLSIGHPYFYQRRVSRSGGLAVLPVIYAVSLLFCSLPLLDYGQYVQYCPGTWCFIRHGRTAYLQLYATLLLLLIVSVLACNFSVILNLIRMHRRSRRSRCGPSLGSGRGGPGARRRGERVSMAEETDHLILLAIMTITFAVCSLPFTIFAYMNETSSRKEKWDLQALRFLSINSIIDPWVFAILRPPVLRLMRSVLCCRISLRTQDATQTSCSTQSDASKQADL
Numbers without * were called inactive; . = not tested or not shown; & = joins results of further samples; [ ] = another dose, or the depositor's remark.

Results follow in this order: PPC-1+TRAIL kill | FXIIa inh | TbHK1 inh | Wee1 stabilizer | L929 necroptosis | TNF necrop inh | CHOP inhibitor | FXIa inh | PGE2 EP2 inh
- Cc1cccc(NC(=O)CSc2nnc(CNC(=O)c3ccc(S(=O)(=O)N(C)C)cc3)n2-c2ccc(F)cc2)c1
→ 30.3 | 4.6 | -10.8 | -3.6 | 1.0 | 1.9 | 18.6 | 1.4 | 3.9
- COc1ccc(C(=O)COC(=O)COc2ccc(C)c(C)c2)cc1
→ 18.0 | 13.3 | 4.5 | -2.8 | 0.2 | 0.9 | 27.5 | 9.3 | 8.7
- CCc1nc(NC(=O)NS(=O)(=O)c2ccccc2C(=O)OC)nc(OC)n1
→ 9.7 | 7.3 | -0.3 | 0.2 | 0.3 | 0.7 | -3.2 | -1.9 | 2.7
- COc1ccc(/C=N/n2c(=O)[nH]c3c([nH]c4ccc(F)cc43)c2=O)cc1CN1CCCCC1
→ 12.8 | 7.1 | -57.9 | -2.4 | 0.1 | 1.6 | -19.3 | -8.1 | 9.9
- CCCOc1ccc(-c2nc(C#N)c(NCC3CCCO3)o2)cc1 (stereo not given)
→ -6.1 | 10.5 | -20.0 | 3.8 | 0.5 | -1.2 | 58.2 | -1.4 | 8.3
- COc1ccc(OCC(=O)Nc2cc(-c3nn4c(C)nnc4s3)ccc2C)cc1
→ -15.2 | 24.5 | -9.5 | 2.4 | 0.4 | -1.6 | 53.8 | 19.8 | 4.9
- Cc1nn2cc(-c3cccc(Cl)c3)cnc2c1Cl
→ 7.8 | 4.9 | -3.2 | 4.3 | 2.7 | -7.4 | 49.8 | -3.2 | 1.7
- Cc1csc2nc(CNS(=O)(=O)c3ccc(-c4ccccc4)cc3)cn12
→ 0.4 | 9.1 | 1.7 | 5.8 | 1.9 | 1.1 | 5.6 | 3.4 | 9.5
- CN(C)CCNC(=O)CNC(=S)N(Cc1ccccc1)Cc1cccnc1
→ 5.4 | 6.2 | 6.8 | -1.7 | -0.6 | 0.4 | 41.2 | 5.4 | 3.6
- COc1ccccc1NS(=O)(=O)c1cccc(NC(=O)c2cc3ccccc3oc2=O)c1
→ 12.9 | 7.6 | -3.2 | 2.3 | 0.9 | 0.4 | 0.3 | -1.7 | 6.9
- O=C(OCCN1CCOCC1)c1ccc(OCCN2CCOCC2)cc1
→ -2.3 | -4.5 | -7.2 | -2.6 | -0.2 | 0.3 | -0.5 | -6.0 | 12.3
- O=C(COC(=O)c1ccc(Cl)c(S(=O)(=O)NCc2ccccc2)c1)NCC1CCCO1 (stereo not given)
→ 22.2 | 8.1 | 0.0 | -2.5 | 2.9 | 1.3 | -5.2 | -2.2 | 4.1
- COc1ccc(N2CCN(C(=O)c3ccc(F)cc3)CC2)c([N+](=O)[O-])c1
→ 23.5 | -5.2 | -3.1 | -2.0 | 0.2 | 0.3 | -10.8 | 2.5 | 5.7
- CCN(C(=O)COC(=O)/C=C/c1c(C)nn(Cc2ccc(C)cc2)c1C)C1CCS(=O)(=O)C1 (stereo not given)
→ 1.2 | 6.8 | 3.7 | 1.9 | 1.8 | 3.8 | -2.9 | 0.0 | 5.1
- O=C(COC(=O)c1ccc2ccccc2c1)NCCCc1ccccc1
→ 20.0 | 14.9 | -5.6 | -2.2 | -0.9 | 1.3 | 13.7 | 5.3 | 14.6
- CC(=O)c1cccc(NC(=S)NC(=O)C(C)C)c1
→ -5.3 | -8.7 | 1.6 | -1.6 | -0.1 | -2.1 | -0.1 | -5.4 | 16.0
- Cc1cccc(S(=O)(=O)c2c(N)n(-c3ccccc3)c3nc4ccccc4nc23)c1
→ 24.4 | -0.7 | -10.0 | -0.8 | 0.4 | 1.9 | 51.4 | 0.6 | 3.8
- CC(C)CC(NS(=O)(=O)c1cccc(C(=O)O)c1)C(=O)O (stereo not given)
→ 6.8 | 4.7 | -5.4 | -1.3 | 0.8 | 0.5 | -8.1 | -3.5 | 8.0
- O=C(NCc1cccs1)c1ccccc1F
→ 25.2 | 12.6 | 2.1 | 0.1 | 0.9 | 3.9 | -1.6 | 8.2 | 12.3
- S=C(Nc1ccc2cn[nH]c2c1)Nc1ccc(Cl)cc1Cl
→ -5.3 | 3.5 | 1.2 | -0.9 | -0.6 | -6.9 | 0.6 | -1.5 | 5.3
- O=C(CCNS(=O)(=O)c1c(Cl)cccc1Cl)OCC(=O)c1ccccc1
→ 24.4 | 8.4 | 23.1 | -2.4 | 0.4 | 0.8 | 9.5 | 3.5 | 7.1
- O=S(=O)(c1ccccc1F)N1CCN(Cc2nc3ccccc3[nH]2)CC1
→ 21.9 | 13.2 | -7.8 | 1.4 | 0.8 | 4.1 | 28.7 | 3.5 | -2.8
- N/C(=N\OC(=O)c1ccc2c(c1)OCO2)c1ccncc1
→ 18.7 | 4.6 | -4.1 | 1.2 | -0.1 | -0.1 | -25.9 | 2.5 | 4.6
- COc1ccc(/C=N/NC(=S)Nc2ccccc2)cc1COc1ccc(Br)cc1
→ 12.4 | 3.0 | -51.0 | 4.8 | -0.1 | -1.4 | 53.3 | -3.9 | 4.8
- O=C(Nc1ccccc1N1CCOCC1)c1cc(-c2ccncc2)nc2ccccc12
→ 6.5 | 9.3 | -11.4 | -3.7 | 0.1 | -5.1 | -8.6 | 2.5 | 3.1
- COC(=O)/C=C1\C(=O)N(c2nc3ccccc3s2)C(=S)N1c1ccc(F)cc1
→ 9.2 | 1.6 | -17.6 | -2.4 | -0.5 | -1.0 | 58.5 | -8.7 | 11.0
- CCn1c(CSCc2c(Cl)cccc2Cl)n[nH]c1=S
→ -11.8 | 2.4 | -2.0 | -1.8 | -1.1 | -0.9 | 26.4 | 0.4 | 1.9
- CC(=O)CSc1nnc(CSc2ncccn2)n1C1CCCCC1
→ 24.2 | 11.5 | 0.7 | -0.8 | 0.4 | -2.2 | 6.7 | 7.2 | 9.1
- O=C(Nc1ccc(NC(=O)c2cccs2)cc1)c1cccnc1
→ 8.2 | 3.1 | -1.3 | 1.6 | 5.7 | 0.8 | 13.3 | -1.8 | 2.5
- O=C(CCOc1ccccc1)NCc1ccccc1
→ 3.7 | 12.4 | 0.3 | 0.4 | -0.9 | 2.8 | 32.6 | 0.8 | 9.3

As entered above:
COc1ccc(/C=N/NC(=S)Nc2ccccc2)cc1COc1ccc(Br)cc1 in L929 necroptosis → -0.1
Cc1csc2nc(CNS(=O)(=O)c3ccc(-c4ccccc4)cc3)cn12 in FXIa inh → 3.4
O=C(COC(=O)c1ccc2ccccc2c1)NCCCc1ccccc1 in FXIa inh → 5.3
O=C(COC(=O)c1ccc(Cl)c(S(=O)(=O)NCc2ccccc2)c1)NCC1CCCO1 (stereo not given) in FXIIa inh → 8.1

Returning to the listing with the 2 entries that preceded the break.
Results follow in this order: PPC-1+TRAIL kill | FXIIa inh | TbHK1 inh | Wee1 stabilizer | L929 necroptosis | TNF necrop inh | CHOP inhibitor | FXIa inh | PGE2 EP2 inh
- O=C(Nc1ccc(NC(=O)c2cccs2)cc1)c1cccnc1
→ 8.2 | 3.1 | -1.3 | 1.6 | 5.7 | 0.8 | 13.3 | -1.8 | 2.5
- O=C(CCOc1ccccc1)NCc1ccccc1
→ 3.7 | 12.4 | 0.3 | 0.4 | -0.9 | 2.8 | 32.6 | 0.8 | 9.3
- Cc1ccc(S(=O)(=O)N(CC(=O)N2CCc3ccccc3C2)c2ccc(Cl)c(Cl)c2)cc1
→ 20.0 | 10.7 | 1.1 | -0.2 | 0.8 | 4.1 | 22.7 | 6.0 | 6.4
- CC(=O)Nc1ccc(N(C(=O)c2ccco2)C(C(=O)NC2CCCC2)c2ccc(N3CCOCC3)cc2)cc1 (stereo not given)
→ 11.2 | 0.4 | -8.7 | 1.9 | 0.8 | 0.4 | -2.0 | -2.8 | 1.7
- CCN(CC)c1ccc(NC(=O)c2ccc(=O)[nH]c2)cc1S(=O)(=O)Nc1ccccc1OC
→ 22.6 | 7.0 | -2.9 | -1.9 | 0.9 | -7.9 | -2.4 | 2.5 | 12.9
- CCCCOC(=O)Nc1cccc(Cl)c1C
→ 11.6 | 16.2 | -3.8 | 1.9 | 1.1 | 6.5 | 37.0 | 2.1 | 10.3
- O=C(NNC(=O)C1CCC(C(=O)NNC(=O)c2cccs2)CC1)c1cccs1 (stereo not given)
→ 12.7 | 2.3 | -4.8 | -1.1 | 1.1 | -0.5 | 37.5 | -1.3 | 6.0
- N#Cc1ccc(Oc2ccc(-c3nc4ccccc4nc3-c3ccccc3)cc2)cc1C#N
→ 30.1 | 5.7 | 8.1 | -1.1 | 0.0 | 0.9 | 4.5 | 4.3 | 11.1
- Cn1c(=O)[nH]c(=O)c2c1nc(Br)n2CCC(=O)c1ccccc1
→ 10.3 | 0.7 | -4.9 | -0.5 | 0.4 | -1.4 | -4.3 | -0.9 | 7.2
- COc1ccc(OCCC(=O)NCCN2CCOCC2)cc1
→ 14.4 | 4.7 | 6.6 | 3.6 | 0.5 | 0.0 | -11.1 | -2.9 | 4.4
- CCC(=O)N1CCC2(CC1)Oc1ccc(F)cc1C(=O)C21CC(c2ccccc2)=NO1 (stereo not given)
→ 13.6 | 13.8 | -12.1 | . | -0.9 | 0.4 | 21.4 | 3.8 | 17.3
- Cc1cc(C)c(NC(=O)CN2C(=O)NC(Cc3ccccc3)C2=O)c(C)c1 (stereo not given)
→ -11.9 | 0.7 | 5.0 | -1.0 | 0.1 | 0.3 | 11.3 | -4.0 | 15.8
- COc1cccc(-c2csc(N3CCN(C(=O)NC45CC6CC(CC(C6)C4)C5)CC3)n2)c1
→ -7.7 | 12.3 | -4.0 | 2.0 | . | 2.5 | 62.6 | 4.3 | 3.5
- C=CCNc1nc(Nc2ccc(-c3nc4ccccc4o3)cc2)nc(N2CCOCC2)n1
→ -13.8 | -1.0 | -70.9 | -1.4 | 2.0 | 3.1 | 18.2 | 1.0 | 5.5
- O=C(CSc1nnc(-c2ccc(F)cc2)o1)Nc1ccc(S(=O)(=O)N2CCCCCC2)cc1
→ -5.0 | 3.8 | 0.0 | 0.9 | 0.5 | -0.4 | 84.2* | -0.2 | 9.8
- CCN(CC)CCCN1C(=O)C(=O)/C(=C(/O)c2cnn(-c3ccccc3)c2C)C1c1ccncc1 (stereo not given)
→ . | . | -25.5 | -0.7 | 0.2 | -0.5 | . | . | .
- CC(Nc1nc(N2CCCC2)nc2ccccc12)c1ccccc1 (stereo not given)
→ 15.5[5 µM] | 17.2 | 8.4 | -2.0 | -0.1 | -4.2 | 34.2 | 6.7 | 48.2*
- Cn1c(Nn2cnnc2)nc2ccccc21
→ -8.1 | 4.0 | -0.1 | -0.7 | 0.6 | 0.7 | 34.5 | 8.0 | 22.1&10.0
- c1ccc(CNc2ncnc3scc(-c4cccs4)c23)nc1
→ . | 11.7 | 0.8 | -3.1 | 55.2 | -5.6 | 71.8* | -1.5 | 10.3
- COc1ccccc1NS(=O)(=O)c1cccc(C(=O)NN=C2CCCC2)c1
→ 17.9 | 9.1 | -8.0 | -0.9 | 1.6 | 0.1 | 7.4 | -0.5 | 8.2

Copied from the results shown for reference:
Results follow in this order: PPC-1+TRAIL kill | FXIIa inh | TbHK1 inh | Wee1 stabilizer | L929 necroptosis | TNF necrop inh | CHOP inhibitor | FXIa inh | PGE2 EP2 inh
- c1ccc(CNc2ncnc3scc(-c4cccs4)c23)nc1
→ . | 11.7 | 0.8 | -3.1 | 55.2 | -5.6 | 71.8* | -1.5 | 10.3
- COc1ccccc1NS(=O)(=O)c1cccc(C(=O)NN=C2CCCC2)c1
→ 17.9 | 9.1 | -8.0 | -0.9 | 1.6 | 0.1 | 7.4 | -0.5 | 8.2

Some of the compounds tested; the hit share may differ from the screen's.
